Screens: PubChem BioAssay, National Center for Advancing Translational Sciences (NCATS)
USP2a inh = inhibitors of human ubiquitin-specific protease USP2a; Potency, µM (top dose mostly 38.3 µM), inactives show at the top dose activity change, negative = inhibition, usual class: inhibitors; 330,000 compounds, 0.01% hits; USP2 core, Ub-CHOP2 coupled fluorogenic reporter, 485/531; O75604;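 also: potency is read from the fitted curve at half-maximal effect; plate controls were DMSO wells for no effect and full inhibition by NEM control for full effect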
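Cell-free coupled assay: 10nM USP2 core preincubated 30min RT with compound in Tris-HCl pH 8.0/CaCl2/CHAPS buffer, then 25nM Ub-CHOP2 and 25nM reporter substrate; fluorescence (Ex 485/Em 531) read after 60min RT, normalized to NEM inhibition, concentration-response curves fitted.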
uPA generation = cell surface uPA generation inhibition. cell surface uPA generation assay, qHTS. Potency, µM (doses to about 38.3 µM), without a hit: top-dose activity change, negative = inhibition, hits mostly inhibitors. 330,000 compounds, 0.31% hits; active = well fitted inhibition curve with a large enough effect; inconclusive = small, poorly fitted or top-dose-only effect; inactive = no such curve, though single readings can be large or run the other way; tested in mouse RAW 264.7 cells; also: potency is read from the fitted curve at half-maximal effect; % is scaled to controls: 0 for no effect and ±100 for the full control effect; nearly all actives have a fitted effect of over 55% in size
B2AR arrestin = beta2AR (human) beta-arrestin recruitment activity; P07550; beta-arrestin recruitment to beta2AR, cell-based reporter; Potency, µM (titrated, usually from 46.1 µM), without a hit: top-dose activation, hits mostly activators; 330,000 compounds, 0.02% hits;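 also: potency is read from the fitted curve at half-maximal effect; 0% = DMSO controls and full agonism = EC100 isoproterenol or metaproterenol; nearly all actives have a fitted effect of over 65% in size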
TRPV1 agonist = activates the human vanilloid receptor TRPV1; activation, % at 8.33 µM; Q8NER1; AID 540275; TRPV1-expressing cells, Fluo-8 calcium influx, agonist mode; 320,000 compounds, 0.19% hits; in the data active = activation above about 80%; inconclusive = between about 30% and that limit; also: 0% is about no effect
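Cells expressing TRPV1 were dye-loaded with Fluo-8 and read kinetically: 10 s baseline, 3 min after compound (agonist portion), then 2 min after EC20 capsaicin (allosteric enhancer portion). Calcium-bound dye fluorescence at 480/520 nm.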
p53 reactivation = restores transcriptional activity of mutant p53; Potency, µM (series often up to 92.2 µM), inactives show top-dose activity change, positive = activation, usual class: activators; 320,000 compounds, 0.063% hits; AID 504706; H1299 p53-A138V BP100-luciferase reporter, luminescence, 24 h; also: potency is read from the fitted curve at half-maximal effect; % of control where 0% means no effect; nearly all actives have a fitted effect of over 45% in size
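p53-null H1299 cells stably carrying temperature-sensitive p53-A138V and a BP100-luciferase reporter were pinned with compounds (4-point, 1:5 series) and held 24 hrs at 37 deg C. Luminescence was read 10 min after detection reagent.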
PTAP TSG101 blk = blocks PTAP/TSG101 interaction to inhibit HIV-1 budding; Fluorescence polarization, FITC-PTAP peptide / Tsg101 binding; Potency, µM (top dose mostly 115 µM), for the others: at the top dose activity change, negative = inhibition, hits mostly inhibitors; 340,000 tested, under 10 active; active = well fitted inhibition curve with a large enough effect in the main read-out, with a control signal flat, not every such curve was filed as active; inconclusive = small, poorly fitted or top-dose-only effect, or effect the other way, or a change in a side signal; inactive = no such curve, though single readings can be large or run the other way; also: potency is read from the fitted curve at half-maximal effect; % of control where 0% means no effect
Target sequence (Q99816 whole entry, looked up): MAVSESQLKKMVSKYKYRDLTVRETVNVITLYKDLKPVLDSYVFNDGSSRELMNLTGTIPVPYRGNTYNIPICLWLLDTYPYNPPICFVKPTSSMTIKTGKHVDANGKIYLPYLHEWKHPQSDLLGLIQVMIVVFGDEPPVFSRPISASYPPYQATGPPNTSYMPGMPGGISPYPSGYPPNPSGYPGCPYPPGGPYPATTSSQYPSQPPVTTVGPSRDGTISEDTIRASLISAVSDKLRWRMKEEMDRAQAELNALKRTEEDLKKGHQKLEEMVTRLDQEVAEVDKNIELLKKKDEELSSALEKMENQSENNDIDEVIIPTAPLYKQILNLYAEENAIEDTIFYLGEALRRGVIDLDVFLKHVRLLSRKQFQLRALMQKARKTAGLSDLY
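Steps: Tsg101 binding domain dispensed (10 uM final), compounds pinned in DMSO, FITC-labeled PTAP-motif peptide added (50 nM final); after 20 min binding at room temperature, polarization measured.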
a7 integrin act = activates integrin-mediated alleviation for muscular dystrophy; alpha7betagal myoblasts, beta-gal FDG fluorescence, 48 h; Potency, µM (titrated, usually from 38.3 µM), for inactives: top-dose activation, actives largely listed as activators; 350,000 compounds, 0.064% hits; AID 624291;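 also: potency is read from the fitted curve at half-maximal effect; 100% = response of the positive control SU9516; nearly all actives have a fitted effect of over 60% in size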
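alpha7betagal+/- myoblasts (passage 13, 250/well) treated 48 h at 37C with compounds at 1:260 dilution of DMSO stock. Lysed, then beta-galactosidase activity read as FDG fluorescence (ex 480/em 540) after 30 min, with pre-read for autofluorescence.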
BRCA1 expr act = BRCA1 expression activation. AID 624202. Potency, µM (highest dose often 46.1 µM), for inactives: at the top dose activation, actives largely listed as activators. MCF7-BRCA1-FFLuc reporter, luminescence, 48 h; response scale: scaled: vehicle 0%, 10 µM genistein 100%. 380,000 compounds, 1.1% hits; also: potency is read from the fitted curve at half-maximal effect; nearly all actives have a fitted effect of over 80% in size; some results filed as inactive show a strong effect at the top dose
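Quantitative HTS in MCF7 cells stably reporting BRCA1 expression via firefly luciferase. Compound treatment lasts 48 h at 37 °C in phenol-red free MEM. Activation is expressed relative to genistein at 10 microM and DMSO.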
ELG1 genotoxic = genotoxicity induction in ELG1-luciferase HEK293T cells | AID 504466 | Potency, µM (titrated, usually from 46 µM), for inactives: at the top dose activity change, positive = activation, actives largely listed as activators | HEK293T ELG1-luciferase reporter, luminescence, 16 h | 330,000 compounds, 1.3% hits; also: potency is read from the fitted curve at half-maximal effect; % of control where 0% means no effect; nearly all actives have a fitted effect of over 60% in size
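Step 1: seed 2,000 HEK293T ELG1-luciferase cells per well. Step 2: add compound or DMSO, incubate 16 hr at 37 °C. Step 3: ONE-Glo, 30 min at room temperature, read luminescence.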
Eya2 phos inh = blocks the phosphatase activity of human Eya2; O00167; recombinant Eya2, OMFP fluorescence dephosphorylation (OMFP is methylfluorescein phosphate); Potency, µM (titrated, usually from 76.9 µM), for the others: top-dose activity, negative = inhibition, actives largely listed as inhibitors; 330,000 compounds, 0.006% hits; also: potency is read from the fitted curve at half-maximal effect; % is scaled to controls: 0 for no effect and ±100 for the full control effect
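Eya2 (0.2 uM) preincubated 10 min at ambient with compound, then OMFP substrate added at 50 uM; 10 min reaction in 50 mM HEPES pH 7.5, 50 mM NaCl, 5 uM MgCl2, 0.05% BSA, 1 mM DTT. Fluorescence read at Ex 485/Em 525 nm.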
ASM inhibitor = blocks human secretory acid sphingomyelinase | P17405 | placental ASM, HMU-PC fluorogenic substrate, 60 min | Potency, µM (series often up to 57.5 µM), inactives show at the top dose activity change, negative = inhibition, usual class: inhibitors | 340,000 compounds, 0.006% hits; also: potency is read from the fitted curve at half-maximal effect
Target sequence (P17405 47-631 limits assumed): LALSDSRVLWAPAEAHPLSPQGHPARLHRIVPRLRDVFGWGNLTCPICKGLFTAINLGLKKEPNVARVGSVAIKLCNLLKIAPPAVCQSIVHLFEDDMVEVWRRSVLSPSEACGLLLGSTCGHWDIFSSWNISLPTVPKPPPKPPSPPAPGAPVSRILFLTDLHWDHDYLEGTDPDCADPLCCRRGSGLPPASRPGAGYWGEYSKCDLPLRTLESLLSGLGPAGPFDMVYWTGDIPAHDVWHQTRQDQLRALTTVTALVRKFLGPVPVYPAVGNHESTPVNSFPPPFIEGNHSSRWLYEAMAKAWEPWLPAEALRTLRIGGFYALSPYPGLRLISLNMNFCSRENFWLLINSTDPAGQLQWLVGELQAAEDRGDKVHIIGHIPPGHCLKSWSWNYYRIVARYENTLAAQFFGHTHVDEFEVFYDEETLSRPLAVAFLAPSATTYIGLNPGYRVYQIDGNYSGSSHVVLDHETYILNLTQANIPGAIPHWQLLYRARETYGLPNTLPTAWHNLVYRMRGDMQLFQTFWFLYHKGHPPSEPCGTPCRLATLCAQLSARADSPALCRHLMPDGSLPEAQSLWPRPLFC
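HMU-PC0 cleavage (9 uM final) by human placental ASM, 60 min at 37 °C following 10 min compound exposure at RT; stopped at pH 10, fluorescence Ex 386/Em 447 nm.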
Numbers without * were called inactive; ? = inconclusive; · = not tested or not shown; [ ] = remark or other dose. Unless noted, calls follow the shape of the dose curve; as a rule, active = well fitted curve in the direction sought with a large enough effect; inconclusive = small, poorly fitted or top-dose-only effect, or another doubt; inactive = no such curve, though single readings can be large; an effect the other way counts as inactive or inconclusive. The order is random, and some 2.6% of all compounds hit somewhere here.

Every second line gives: PTAP TSG101 blk, uPA generation, a7 integrin act, ELG1 genotoxic, p53 reactivation, USP2a inh, ASM inhibitor, BRCA1 expr act, B2AR arrestin, Eya2 phos inh, TRPV1 agonist
Cc1ccc2cc(NC(=O)c3ccc(C(C)(C)C)cc3)ccc2n1
    -3%, -9%, -2%, -15%, 9%, 6%, -9%, ?, 0.1%, -23%, -8
O=C1c2ccccc2C(=O)c2c([N+](=O)[O-])ccc(O)c21
    0%, 0%, -8%, -6%, 10%, 1%, 1%, 30%, -0.4%, -6%, 0
COc1ccc(NC(=O)CS(=O)CC(=O)Nc2cccnc2)cc1 (configuration not stated)
    -1%, 4%, -13%, 3%, 2%, 4%, -2%, -3%, 0.0%, -4%, 4
CN1CCc2c(sc(NC(=O)Cc3ccc(F)cc3)c2C(N)=O)C1
    -5%, -15%, -4%, 0%[9.26 µM], -6%, 1%, 5%, 11%, -0.3%, 2%, 2
Cc1ccc(N(CCC(=O)Nc2nnc(C3CC3)s2)S(=O)(=O)c2ccccc2)cc1
    ·, ·, ·, -1%, 3%, 2%, ·, ·, 0.0%, 2%, -9
CN1/C(=C\C(=S)Nc2ccccc2)C(C)(C)c2ccccc21
    2%, -6%, -55%[inhibitor], -9%, 4%, 1%, 6%, -4%, 0.3%, -13%, 11
NC(=O)N/N=C/c1ccc(OCc2cccc(Cl)c2)cc1
    0%, -5%, -16%, ?, -1%, 1%, -3%, 71%, -1.0%, 0%, 2
COc1cc(OC)c2ccc(=O)oc2c1C(CCN1CCN(c2ccccc2)CC1)c1ccc(N(C)C)cc1 (configuration not stated)
    -2%, -3%, -30%, 1%, 1%, -5%, 1%, -6%, -0.2%, -13%, 1
Cc1nn(C(C)C(=O)Nc2ccc3c(c2)OCO3)c(C)c1[N+](=O)[O-] (configuration not stated)
    1%, -5%, -5%, 6%, 4%, -1%, 2%, 10%, -0.3%, 10%, -1
CCCNC(=O)c1ccccc1NS(=O)(=O)c1ccc(OC)c(OC)c1
    -12%, 0%, 0%, 2%, 0%, 1%, 1%, -1%, 0.0%, 1%, 1
O=C(NCCC1CCCCN1S(=O)(=O)c1ccccc1)C(=O)NCc1ccc(F)cc1 (configuration not stated)
    -3%, 4%, -1%, 1%, 5%, -2%, 2%, -22%, -0.2%, 6%, 0
N#CC1=C(SCC(N)=O)NC(=O)CC1c1ccccc1Cl (configuration not stated)
    0%, -14%, -23%, -2%, 0%, 0%, 13%, 0%, -0.8%, -3%, 0
COc1ccc2cc(C[C@@H]3CC[C@@H](CO)O3)ccc2c1
    -7%, ?, 21%, ?, ?, -2%, 7%, 2.8µM*, -1.2%, -8%, ·
Cc1nc2ccccn2c1C(=O)CSc1cccc(Cl)c1
    5%, 3%, -21%, -1%, -3%, -2%, -9%, 30%, -0.1%, 3%, 23
CC[C@]1(C(=O)OC)[C@H]2C(=O)N(Cc3ccccc3)C(=O)[C@H]2[C@H]2CN=C(SC)N21
    -2%, -4%, 12%, 1%, 2%, 2%, 5%, 0%, -0.2%, 1%, ·
CCCCN1CC(COCc2ccccc2)Oc2cccc(Oc3ccc(F)cc3)c2S1(=O)=O (configuration not stated)
    -3%, 6%, -8%, ·, ·, ·, 1%, -11%, ·, ·, ·
CCOc1ccc(OCC)c(S(=O)(=O)NC2CC(C)(C)NC(C)(C)C2)c1
    1%, -6%, -28%, 0%, -2%, 0%, 7%, -15%, 0.1%, -1%, -2
COc1ccc(C(=O)Nc2cccc(C)n2)cc1S(=O)(=O)N1CCCc2ccccc21
    -7%, -16%, 3%, ·, ·, ·, 0%, -40%, ·, ·, ·
Cc1nc2ccccc2c(=O)n1/N=C/c1ccc(O)cc1O
    1%, 6%, -26%, -1%, -2%, 2%, -1%, 14%, 0.0%, 7%, 2
Cc1ccsc1C(=O)NCC(C)(C)N1CCOCC1
    -5%, -10%, ?, 2%, 4%, 2%, 7%, 15%, 0.1%, 17%, 2
Cc1ccccc1OCCn1cnc2cc([N+](=O)[O-])ccc2c1=O
    -6%, 0%, -7%, -6%, -4%, 3%, 3%, -21%, 0.2%, -1%, 4
Cc1ccc(S(=O)(=O)Nc2c(C)nc3nc[nH]n3c2=O)c(C)c1
    -5%, 3%, 4%, -1%, -1%, 0%, 6%, -36%, 0.2%, 23%, 1
COCC1CCN(C(=O)c2ccc(OC)c(OC3CCN(C(C)C)CC3)c2)CC1
    ·, 2%, 4%, 9%, 22%, 1%, 3%, -3%, -1.8%, -3%, -2
CC(C)c1ncc(S(=O)(=O)c2ccc(C(F)(F)F)cn2)c(N)n1
    3%, 10%, 7%, 2%, -2%, 1%, -3%, -8%, -1.1%, -4%, 12
COc1ccc(NC(=O)N(C)C[C@H]2Oc3ccc(NC(=O)Cn4cnnn4)cc3C(=O)N([C@H](C)CO)C[C@@H]2C)cc1
    -1%, 2%, ?, 3%, -1%, 3%, 9%, 1%, -0.1%, -40%, ·
O=C(CCCN1C(=O)CSc2ncccc21)N1CCN(Cc2ccccc2)CC1
    -4%, -2%, 20%, -13%, -2%, 0%, 8%, -16%, 0.1%, 6%, 0
CCCNC1=C(N(C(C)=O)c2cccc(F)c2)C(=O)c2ccccc2C1=O
    -6%, -13%, -51%[inhibitor], -13%, -26%, 4%, -4%, -79%, -0.4%, -1%, 2
CC(/C=N/NC(=O)Cc1cccn1C)=C\c1ccccc1
    -3%, 0%, 3%, 15%, 17%, 2%, -3%, 11µM*, 2.9%, 4%, 16
CCOCCCN(C(=O)c1snc(C(N)=O)c1N)C(C(=O)NCCC(C)C)c1ccc(Cl)cc1 (configuration not stated)
    1%, -3%, -9%, 0%, ·, -1%, 206%[activator], -39%, 0.3%, -13%, 28
O=C(NCCCN1CCCC1=O)Nc1ccc(Cl)cc1Cl
    1%, 3%, ?, 8%, ?, 0%, -1%, 18%, 0.2%, 5%, 0
Cc1cc(C)nc(Oc2ccc(Br)cc2)n1
    -3%, 3%, 28%, 7%, 0%, -3%, -2%, 36%, 0.5%, 8%, -1
CCC(=O)Nc1ccccc1C(=O)N1CCN(Cc2ccccc2)CC1
    -1%, 9%, -2%, -1%, -2%, 0%, 2%, -3%, 0.2%, 10%, 5
CC1CCCCC1NC(=O)C(=O)NCC1CCCO1 (configuration not stated)
    0%, 7%, 5%, 9%, 18%, 3%, 4%, 54%, 2.5%, 0%, -2
O=C(NN1C(=O)NC2(CCCCC2)C1=O)c1ccc(-c2ccccc2Cl)o1
    -1%, -2%, 23%, -2%, 12%, 3%, -1%, 19%, -0.5%, 3%, 7

An excerpt from above in order of molecular weight, ascending.
Every second line gives: PTAP TSG101 blk, uPA generation, a7 integrin act, ELG1 genotoxic, p53 reactivation, USP2a inh, ASM inhibitor, BRCA1 expr act, B2AR arrestin, Eya2 phos inh, TRPV1 agonist
CC(/C=N/NC(=O)Cc1cccn1C)=C\c1ccccc1
    -3%, 0%, 3%, 15%, 17%, 2%, -3%, 11µM*, 2.9%, 4%, 16
Cc1ccsc1C(=O)NCC(C)(C)N1CCOCC1
    -5%, -10%, ?, 2%, 4%, 2%, 7%, 15%, 0.1%, 17%, 2
O=C(NCCCN1CCCC1=O)Nc1ccc(Cl)cc1Cl
    1%, 3%, ?, 8%, ?, 0%, -1%, 18%, 0.2%, 5%, 0
Cc1nn(C(C)C(=O)Nc2ccc3c(c2)OCO3)c(C)c1[N+](=O)[O-] (configuration not stated)
    1%, -5%, -5%, 6%, 4%, -1%, 2%, 10%, -0.3%, 10%, -1
CN1CCc2c(sc(NC(=O)Cc3ccc(F)cc3)c2C(N)=O)C1
    -5%, -15%, -4%, 0%[9.26 µM], -6%, 1%, 5%, 11%, -0.3%, 2%, 2
CCCNC1=C(N(C(C)=O)c2cccc(F)c2)C(=O)c2ccccc2C1=O
    -6%, -13%, -51%[inhibitor], -13%, -26%, 4%, -4%, -79%, -0.4%, -1%, 2
O=C(CCCN1C(=O)CSc2ncccc21)N1CCN(Cc2ccccc2)CC1
    -4%, -2%, 20%, -13%, -2%, 0%, 8%, -16%, 0.1%, 6%, 0
